Assay outcomes deposited in PubChem by several laboratories.
CAL PDZ FP-1 = human CAL PDZ-peptide interaction inhibition | Q9HD26 | purified CAL PDZ, TMR-peptide fluorescence polarization, 1 h | inhibition, % at 20 µM | 330,000 tested, 0.02% active | AID 504414;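 active = highest replicate inhibition of at least 40%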;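 note: plate controls were DMSO neutral control wells for no effect and unlabeled competitor peptide control wells for full effect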
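Test system: tagged CAL PDZ domain / Buffer or medium: sodium phosphate/NaCl buffer pH 7.4 with TCEP, IgG, Thesit / Reagent: TMR-labelled reporter peptide T*-PRC34 bound in PDZ groove / Compound dosing: single point, 20 µM / Schedule: 1 h incubation at room temperature before polarization reading / Technique: fluorescence polarization (mP) / Benchmarks: unlabelled peptide, DMSO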
Tat export inh = E. coli Tat transport inhibition; E. coli MC4100 TorA-mCherry Tat export, fluorescence; inhibition, % at 10 µM; 340,000 tested, 0.036% active; AID 488895;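 active = mean replicate inhibition at least 50% and at least half of replicates individually reaching 50%; inconclusive = only one of the two criteria met; inactive = neither criterion met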;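 note: exported cargo escapes ClpAP degradation while cytoplasmic cargo is degraded and loses fluorescence; 0% = median of neutral control wells and 100% = median of NaSCN control wells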
SR-BI DiI inh = inhibitors of mouse SR-BI mediated HDL lipid uptake. ldlA[mSR-BI] CHO cells, DiI-HDL uptake fluorescence, 3 h. inhibition, % at 12.5 µM. 320,000 tested, 0.96% active;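 active = mean replicate inhibition of at least 70% and a set share of replicates each scoring 70 or more; inconclusive = meets just one of the two criteria; inactive = fails both criteria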;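 note: 0% = median of neutral control wells and 100% = median of positive control wells; values of inactives mirror those of a sister screen read the other way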
Target sequence (Q61009 whole entry, looked up): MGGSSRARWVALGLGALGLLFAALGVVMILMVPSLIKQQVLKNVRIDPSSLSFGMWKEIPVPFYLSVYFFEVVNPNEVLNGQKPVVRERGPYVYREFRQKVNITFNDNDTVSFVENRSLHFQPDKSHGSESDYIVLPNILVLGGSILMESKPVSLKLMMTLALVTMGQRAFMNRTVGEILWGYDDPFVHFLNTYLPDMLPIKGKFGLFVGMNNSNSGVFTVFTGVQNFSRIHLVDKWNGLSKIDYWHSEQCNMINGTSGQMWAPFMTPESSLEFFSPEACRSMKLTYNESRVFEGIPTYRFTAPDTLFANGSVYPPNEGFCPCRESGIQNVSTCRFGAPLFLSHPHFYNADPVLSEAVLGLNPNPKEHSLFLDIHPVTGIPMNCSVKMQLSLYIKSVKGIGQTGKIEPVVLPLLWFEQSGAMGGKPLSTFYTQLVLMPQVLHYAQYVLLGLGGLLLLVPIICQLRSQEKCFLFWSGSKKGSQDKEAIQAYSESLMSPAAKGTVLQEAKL
Wnt act = activators of Wnt/beta-catenin signaling; Wnt/beta-catenin reporter cell assay, activator, plate reader; activation, % at 9.35 µM; 300,000 tested, 1.2% active; AID 743398; in the data active = activation above about 30%, passing the limit was not always enough; inconclusive = no clear call, values can overlap the other calls;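 note: 0% = neutral control wells and 100% = positive control wells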
AddAB inh = less growth of phage-infected E. coli with AddAB. E. coli expressing H. pylori AddAB, absorbance growth. inhibition, % at 11.9 µM. 330,000 tested, 0.29% active. AID 435030; in the data active = inhibition above about 12%;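 note: 0% = vehicle wells of infected cells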
CAL PDZ FP-2 = inhibitors of human CAL PDZ peptide binding. inhibition, % at 24.9 µM. AID 602252. purified CAL PDZ, TMR-peptide fluorescence polarization, 1 h. 300,000 tested, 0.92% active;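 active = mean inhibition of at least 30% with at least half of replicates also reaching 30%; inconclusive = no clear call, values can overlap the other calls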;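 note: 0% = DMSO neutral control and 100% = excess unlabeled competitor peptide PRC23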
Ecoli viability = bacterial growth inhibition, counter-screen for AddAB inhibitors. E. coli V3065 growth, OD600 absorbance, 18 h. inhibition, % at 11.9 µM. 330,000 tested, 0.27% active. AID 449728;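 active = inhibition above the campaign's mean inhibition across all tested compounds plus 3 SD, cut at about 9.9% in these data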;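 note: uninfected addAB+ strain grown without phage in ampicillin broth; 0% = DMSO wells and 100% = ciprofloxacin 0.95 µg/ml wells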
SR-BI DiI-HDL act = enhances SR-BI lipid uptake from DiI-HDL | CHO ldlA[mSR-BI] cells, DiI-HDL uptake fluorescence, 3 h; 100 = double the neutral-control signal | activation, % at 12.5 µM | 320,000 tested, 0.096% active;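 active = mean replicate activation of at least 60% and every replicate at or above 60%; inconclusive = mean or all-replicate condition met, but not both; inactive = mean below 60% and not all replicates reaching 60%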;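 note: 0% = median plate neutral-control signal and 100% = twice that signal; values of inactives mirror those of a sister screen read the other way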
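Assay system: CHO ldlA[mSR-BI] cells, LDL receptor-null, SR-BI overexpressing; medium: Ham's F12 with 0.5% BSA, HEPES 25 mM, pH 7.4; also added: DiI-HDL 10 µg/mL; timing: 3 h uptake period with compound, 37 °C; signal: DiI fluorescence, bottom read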
phage Ecoli inh = E. coli growth loss with phage present. growth absorbance. inhibition, % at 11.9 µM. 360,000 tested, 0.26% active; in the data active = inhibition above about 11%
MITF TRPM1 HTS = activators of MITF-driven TRPM1 promoter activity in SK-MEL-5 cells. SK-MEL-5 TRPM1-promoter luciferase, 24 h; % of positive control, neutral wells = 0. activation, % at 12.5 µM. 300,000 tested, 0.75% active;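 active = mean activation of at least 80% with every replicate also reaching 80%; inconclusive = mean reaches 80% but some replicate falls short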;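 note: 0% = neutral control wells and 100% = parthenolide positive control wells; values of inactives mirror those of a sister screen read the other way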
Numbers without * were called inactive; ? = inconclusive; / = no result given.

SMILES	CAL PDZ FP-1	Tat export inh	SR-BI DiI inh	Wnt act	AddAB inh	CAL PDZ FP-2	Ecoli viability	SR-BI DiI-HDL act	phage Ecoli inh	MITF TRPM1 HTS
O=C(Nc1ccc(C(=O)O)cc1)Nc1ccc([N+](=O)[O-])cc1	/	7	-5	2	4.8	-2	1.7	5	1.7	-17
COc1ccc(NC(=O)C(=O)NNC(=O)c2cccs2)c(OC)c1	-0.3	-7	6	/	-3.2	1	-6.5	-6	-1.1	11
Cc1ccc(-c2cc(-c3ccccc3)nc(N/N=C/c3cccnc3)n2)cc1	-3.8	6	58	/	1.8	/	-4.7	-58	1.2	36
O=C(Nc1ccc(F)cc1)c1ccccc1NS(=O)(=O)N1CCCC1	-1.3	2	3	-1	2.8	5	-1.3	-3	5.0	1
O=C(CC(C(=O)O)c1cccc(Br)c1)c1ccc(Cl)cc1 (centres undefined)	0.0	0	-13	0	-1.1	/	-2.7	13	0.6	2
CCN(CC)C(=O)c1n[nH]c(=O)c2ccccc12	/	-1	-7	/	0.3	-5	1.2	7	1.6	-3
Cc1ccc(NC(=O)COC(=O)Cn2cnc3ccccc32)c(C)c1	0.3	3	-31	-4	1.6	5	-1.2	31	3.2	-8
COc1ccccc1CNC(=O)COc1cc2c(c3oc(=O)cc(C)c13)CCC(C)(C)O2	-2.8	9	55	-2	4.5	0	0.5	-55	2.9	/
CC(C(=O)Nc1ccc(Cl)cc1Cl)N1C(=O)NC2(CCCCCCC2)C1=O (centres undefined)	-2.1	-6	16	0	1.8	?	0.2	/	1.8	2
CCOC(=O)c1cccc(NC(=O)CSc2nnc(C)n2Cc2ccccc2)c1	-3.3	-4	13	7	1.2	0	-1.4	-13	1.7	-2
COC(=O)c1ccc(CSc2nnc(N)s2)cc1	-1.5	8	-15	/	3.5	0	-0.2	15	0.2	32
O=C(Nc1nccs1)OCc1ccccc1	/	/	/	34*	2.4	/	-0.9	/	4.1	/
Cc1ccc(C(=O)NNc2cc(=O)n(C)c(=O)n2C)cc1C	-1.9	-3	18	/	4.7	-3	-0.4	-18	1.9	0
COc1cc(C(=O)N2CCN(S(=O)(=O)c3ccc(Cl)cc3)CC2)ccc1OCC(=O)N1CCOCC1	0.7	10	-14	-1	/	-3	/	14	2.5	2
COc1ccc(CCN(C)C(=O)CCCN2C(=O)c3cccc4cccc(c34)C2=O)cc1OC	-4.0	4	40	1	-3.3	-1	-3.4	-40	1.7	8
CCN(CC)S(=O)(=O)c1cc(NC(=O)c2cccc(N3C(=O)CCC3=O)c2)ccc1Cl	-2.8	-4	37	0	2.6	-5	-1.5	-37	2.6	-5
Cc1cc(Sc2nc(N)ncc2[N+](=O)[O-])ncn1	-0.4	-24	-1	2	0.6	-3	2.9	1	3.3	-28
COc1cc(S(=O)(=O)N2CCCC3(CCCCC3)C2)ccc1-n1cnnn1	-2.4	7	9	-3	0.1	-3	-0.3	-9	1.4	2
COC(=O)c1ccc(NC(=O)C2CC3CCC2C3)cc1 (centres undefined)	-3.1	-4	11	-2	1.4	32*	-0.5	-11	1.1	98*
CCN(CC)CCC(=O)N1c2ccccc2Sc2ccc(Cl)cc21	-1.3	-2	-5	0	0.6	-3	0.9	5	2.4	-5
Cc1nn(Cc2ccc(C(=O)N3N=C(C(F)F)CC3(O)C(F)F)cc2)c(C)c1[N+](=O)[O-] (centres undefined)	0.7	6	42	-4	-1.3	/	0.3	-42	-1.5	-3
O=C(O)c1cccc(S(=O)(=O)N2CCC(n3nnc4cc(C(F)(F)F)ccc43)CC2)c1	-2.1	-10	-13	-1	4.7	9	0.5	13	1.2	-10
COc1ccccc1-n1cnc2c(c1=O)c1nc3ccccc3nc1n2-c1ccc(C)c(C)c1	-2.4	6	7	-11	/	-1	/	-7	3.9	11
Fc1cccc(NC(=S)N2CCCCC2)c1	0.4	-4	-11	-1	3.6	-4	1.7	11	0.0	/
O=C(CSc1nc(-c2ccccc2Cl)ns1)NCc1ccco1	-1.7	3	-54	/	3.6	/	-1.7	54	2.5	/
Cc1cccc(NC(=O)CSc2nnc(-c3ccco3)c(-c3ccco3)n2)c1	-0.4	8	18	-1	/	4	/	-18	3.5	-13
O=C(Cn1cnc2c(cnn2-c2ccc(Cl)cc2)c1=O)N1CCN(c2ccccc2)CC1	0.2	-9	51	-3	0.4	-4	-3.0	-51	0.3	-18
COc1ccc(N2CCN(C(CNC(=O)C(=O)NCCCn3ccnc3)c3cccnc3)CC2)cc1 (centres undefined)	-2.1	-2	-8	-3	-1.7	-3	0.0	8	2.4	-18
Cc1cc(O)c(C2(O)C(=O)Nc3ccccc32)cc1C (centres undefined)	0.0	2	-7	4	-0.1	1	2.0	7	-0.2	-9
O=C(CSc1ncnc2c1nnn2-c1ccc(F)cc1)NCC1CCCO1 (centres undefined)	-0.8	-3	-17	/	3.9	-1	0.4	/	2.7	-8
N#C/C(=C\c1ccccc1Cl)C(=O)NC(=O)Oc1ccccc1	-2.9	3	-13	-3	1.1	1	2.0	13	-3.6	-4
COc1ccc(S(=O)(=O)N2CCCC2C(=O)n2nc(C)cc2C)cc1 (centres undefined)	-0.1	9	-7	/	-1.4	0	-0.3	7	3.8	0
Cc1cnc(NC(=O)CSc2nnc(Cc3ccccc3)o2)s1	-2.0	-8	-17	2	2.0	-3	-0.2	17	/	2
COc1ccc(CNC(=O)CN(CC2CCCO2)C(=O)CNS(=O)(=O)c2ccc(F)cc2)cc1 (centres undefined)	0.0	14	-32	1	/	0	/	32	2.2	8
COC(=O)N/N=C/c1cn(CC(C)COc2ccccc2)c2ccccc12 (centres undefined)	-2.5	-10	50	/	2.2	-2	2.0	-50	2.4	2
COC(=O)c1ccccc1NC(=O)CC#N	/	3	-16	5	4.2	-8	1.0	16	2.2	-3
CC(=O)Nc1ccc(CN2CCN(Cc3ccc(F)c(F)c3)C(CCO)C2)cc1 (centres undefined)	-0.4	0	33	-2	2.2	-3	-0.2	-33	4.7	10
COc1cccc(C(=O)/C=C/Nc2cccc(O)c2)c1	-0.7	-8	30	1	0.8	/	-0.9	-30	/	-3
Cn1cc(SCC(=O)N2CCCc3ccccc32)c2ccccc21	-0.7	6	4	21	-2.7	/	-0.9	-4	4.8	0
COc1ccc(C2C=C(c3ccccc3)Nc3nc(CCCO)nn32)cc1 (centres undefined)	/	/	/	0	0.0	/	0.5	/	3.3	/
Cc1ccc(SCCC(=O)NCCSCc2ccco2)cc1	-1.6	-8	-18	1	-0.7	/	1.7	18	3.1	-1
CC(C)C(=O)c1c(C(C)C)nn2ccccc12	-0.6	0	1	-1	-1.9	-2	-0.3	-1	3.3	10
COc1ccccc1NS(=O)(=O)c1cc(NC(=O)c2cccs2)ccc1N1CCCCC1	-0.6	0	4	2	2.2	-1	1.4	-4	3.1	4
Cc1ccc(N2C(=O)CCSC23C(=O)Nc2ccccc23)cc1 (centres undefined)	-1.3	0	17	/	0.8	-2	1.1	-17	1.6	2
Cc1cc(=O)[nH]c(Nc2ccc(N(C)C)cc2)n1	0.0	2	-6	1	-2.3	/	-2.2	6	1.8	0
CCOP(=O)(OCC)C(Nc1ccccc1)c1cc(OC)ccc1OC (centres undefined)	-0.1	-11	4	-2	2.0	-7	2.1	-4	4.1	-1
COC(C[C@@H]1O[C@@H]1C(=O)[C@@H](C)OCc1ccccc1)OC	-1.0	-5	-33	6	0.5	-2	1.1	33	3.3	-5
COc1ccc(-c2noc(CSc3nc(-c4ccccc4)cc(=O)[nH]3)n2)cc1	-2.2	-11	16	/	2.6	-6	-1.7	-16	/	-5
O=C1[C@H](Cc2ccccc2)NCC=CC[C@H](c2ccc(Cl)cc2)N1Cc1ccc(Cl)cc1	-0.5	5	-26	-4	/	-2	/	26	4.8	-4
CCOC(=O)COc1cc([N+](=O)[O-])cc2cccnc12	-0.5	-1	-10	-2	3.2	/	1.0	10	0.5	-12

More structures
SMILES	CAL PDZ FP-1	Tat export inh	SR-BI DiI inh	Wnt act	AddAB inh	CAL PDZ FP-2	Ecoli viability	SR-BI DiI-HDL act	phage Ecoli inh	MITF TRPM1 HTS
CCOC(=O)c1cccc(NC(=O)CSc2nc3ccccc3c(=O)n2CC)c1	0.4	-8	13	/	0.3	-2	-0.2	-13	1.0	5
CCOC(=O)c1c(NC(=O)CN2CCOCC2)sc(C(=O)NC)c1C	-1.6	-3	-1	1	0.7	-3	2.1	1	1.6	0
Cc1cc(/C=N/Nc2nc(N3CCOCC3)nc(N3CCOCC3)n2)c(C)n1-c1ccccc1	0.2	4	18	-3	-3.3	7	0.8	-18	3.3	6
COc1ccccc1N1N=C(c2ccc([N+](=O)[O-])cc2)CC1c1ccccc1 (centres undefined)	0.5	-2	49	-5	-1.5	-4	-3.2	-49	8.1	/
N#Cc1ccc(COC(=O)c2cccnc2Cl)cc1	-1.6	1	1	-1	0.3	/	-2.5	-1	-0.5	8
O=C(CC1C(=O)N(Cc2ccccc2)C(=S)N1CCN1CCOCC1)Nc1ccc(F)cc1 (centres undefined)	-0.8	12	-6	-2	1.4	-5	-0.2	6	2.4	-2
COc1cc(/C=C/C(=O)OCC(=O)N2CCN(C(=O)c3ccco3)CC2)ccc1O	-0.2	-6	19	-1	1.2	2	-1.1	-19	1.8	-3
COc1ccc(/C=C/C(=O)Nc2cccc(S(=O)(=O)NC3=NCCCCC3)c2)cc1	-1.0	2	/	-3	-0.1	5	-0.7	/	-0.3	55
CCC(=O)Nc1ccc2oc(-c3ccccc3Br)nc2c1	-2.2	-2	26	/	2.0	-7	0.0	-26	1.2	130*
COc1ccc(O)c(C2NC(CC(C)C)(C(=O)O)C3C(=O)N(Cc4ccccc4)C(=O)C23)c1 (centres undefined)	-0.8	4	-11	/	1.0	/	-1.0	11	3.0	6
O=S(=O)(c1cccc(-c2nnc3n2CCCCC3)c1)N1CCCC1	-1.2	-5	-17	1	-0.7	9	-1.7	17	1.2	1
C=CCN1C(=O)C(CC(=O)NCC)SC1=Nc1ccc(S(N)(=O)=O)cc1 (centres undefined)	-1.1	-2	-5	/	5.2	-2	2.4	5	-1.5	2
COC(=O)CSC1=C(C#N)C(c2ccccc2F)CC(=O)N1 (centres undefined)	-0.7	-12	/	9	-1.2	/	-0.3	/	2.4	-6
CC(C)(C)c1ccc(-c2nnc(N)s2)cc1	-1.8	6	-3	9	3.1	/	1.1	3	2.5	60
CCN(CC)C(=O)CSc1nc2ccccc2c(=O)n1-c1cccc(OC)c1	0.2	-3	-4	-1	1.5	-1	-0.7	4	0.8	-9
